Vif-A3F inh – inhibitors of Vif-A3F interaction; hit rate 0.2% among 390,000; Potency, µM (highest dose often 46.1 µM), without a hit: at the top dose activity, negative = active; AID 602313; HeLa A3F-eYFP + Vif (tagged APOBEC3F with the HIV-1 protein that degrades it), YFP fluorescence increase; further: potency means the concentration at half of the fitted maximal effect; % of control where 0% means no effect; nearly all actives have a fitted effect of over 65% in size
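HeLa cells stably expressing Vif plus C-terminally eYFP-tagged A3F were seeded, incubated overnight at 37 deg C, dosed with compound, incubated overnight again at 37 deg C. Yellow fluorescence (Ex 488/Em 500-530) reported blocked Vif-mediated A3F-eYFP degradation.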
Glioma ERSR ind – induces the endoplasmic reticulum stress response in human glioma cells; U87-MG GRP78 promoter luciferase reporter, 16 h; Potency, µM, without a hit: at the highest dose activation, actives largely listed as activators; hit rate 0.02% among 420,000; further: potency means the concentration at half of the fitted maximal effect; series mostly up to about 76 µM; % of control where 0% means no effect; nearly all actives have a fitted effect of over 35% in size
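Stably transfected U87-MG human glioma cells carrying a GRP78-based luminescent sensor were seeded at 1000 cells/well, pin-dosed with compounds and incubated 16 h. Luciferase reagent was then added, and end-point luminescence was read after 10 min at room temperature.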
ERG-DNA inh – blocks human ERG Ets domain binding to DNA; P11308; fluorescence polarization, His-ERG Ets domain / labelled DNA; Potency, µM (series often up to 76.9 µM), for the others: at the highest dose FP activity, negative = inhibition, usual class: inhibitors; hit rate 0.028% among 370,000; active means well fitted inhibition curve with a large enough effect in the polarisation, with a control signal flat; inconclusive means small, poorly fitted or top-dose-only effect, or effect the other way, or a change in a side signal; inactive means no such curve, though single readings can be large or run the other way; the % refers to the polarisation;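 further: polarization taken with two DNA probes labelled with fluorescein and Texas red; potency means the concentration at half of the fitted maximal effect; % of control where 0% means no effect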
Target sequence (P11308 whole entry, looked up, the tested form may be a part): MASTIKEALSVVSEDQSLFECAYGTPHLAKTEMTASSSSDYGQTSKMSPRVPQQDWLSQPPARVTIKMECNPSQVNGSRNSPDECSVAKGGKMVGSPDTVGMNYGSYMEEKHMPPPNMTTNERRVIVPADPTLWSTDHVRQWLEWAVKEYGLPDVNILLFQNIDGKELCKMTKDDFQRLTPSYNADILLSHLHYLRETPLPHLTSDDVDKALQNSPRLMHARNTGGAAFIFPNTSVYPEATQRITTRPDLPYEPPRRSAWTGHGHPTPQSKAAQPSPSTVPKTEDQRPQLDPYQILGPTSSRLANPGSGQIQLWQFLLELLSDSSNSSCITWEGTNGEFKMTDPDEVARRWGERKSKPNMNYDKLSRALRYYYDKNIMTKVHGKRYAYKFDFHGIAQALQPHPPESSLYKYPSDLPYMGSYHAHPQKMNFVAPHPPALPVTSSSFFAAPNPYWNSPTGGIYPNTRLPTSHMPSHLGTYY
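His-tagged ERG Ets domain (1 uM in the protein solution; 300mM KCl, 50mM Tris-HCl, 1mM EDTA, 1mM DTT, pH 7.5) received compound, then a probe mix of 5 nM fluorescein-DNA and 100nM Texas-615-DNA. Fluorescence polarization was read for both dyes.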
D2 antag – antagonists of human D2 dopamine receptor; P14416; HEK293 TREx D2 cells, calcium flux, dopamine EC80; inhibition, % at 10 µM; hit rate 2% among 340,000; AID 485344; in the data active means inhibition above about 30%; further: 0% is about no effect
Target sequence (P14416 whole entry, looked up): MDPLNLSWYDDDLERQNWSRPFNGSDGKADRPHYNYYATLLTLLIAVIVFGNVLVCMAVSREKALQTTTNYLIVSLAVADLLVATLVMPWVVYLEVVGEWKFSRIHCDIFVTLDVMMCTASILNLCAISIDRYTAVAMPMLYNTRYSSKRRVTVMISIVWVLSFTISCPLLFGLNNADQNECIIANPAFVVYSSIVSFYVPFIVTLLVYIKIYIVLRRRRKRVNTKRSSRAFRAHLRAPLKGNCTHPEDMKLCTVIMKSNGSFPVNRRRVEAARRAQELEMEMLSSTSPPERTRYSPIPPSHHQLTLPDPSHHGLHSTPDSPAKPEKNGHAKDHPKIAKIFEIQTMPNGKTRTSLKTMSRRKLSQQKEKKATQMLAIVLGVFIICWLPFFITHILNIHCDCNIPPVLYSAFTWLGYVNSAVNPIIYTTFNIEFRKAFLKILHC
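Calcium mobilization kinetics were recorded at 1 s intervals in tetracycline-induced HEK293 T-REx D2 cells, first for 180 s after compound addition and then 180 s after EC80 dopamine.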
LDHA inh – inhibitors of human lactate dehydrogenase A; purified LDHA, NADH/diaphorase-resazurin fluorescence; stronger effect = lower value; activity change, % (values are at about 110 or 230 µM); hit rate 0.15% among 480,000; AID 1347041; in the data active means activity change below about -30%; inconclusive means mostly about -25% to -30%;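 further: plate controls were DMSO wells for no effect and wells without enzyme for full effect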
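Human LDH5 at 2 nM final in Tris HCl pH 7.4 with 0.06 mM NADH and 0.2 mM pyruvate, reacted 5 minutes at room temperature. Remaining NADH coupled via diaphorase/resazurin; resorufin fluorescence read at 0 and 20 minutes, normalized to enzyme-free and DMSO wells.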
12-LOX inh – ALOX12 (human) lipoxygenase inhibition; P18054; purified 12hLO, xylenol orange hydroperoxide absorbance; Potency, µM (highest dose often 108 µM), inactives show at the highest dose activity change, negative = inhibition, hits mostly inhibitors; hit rate 1.1% among 580,000; further: potency means the concentration at half of the fitted maximal effect; on the % scale 0 is the no-effect control and ±100 the full control effect
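Hydroperoxide product was detected by ferrous iron/xylenol orange as the 573 to 405 nm absorbance ratio. Arachidonic acid at 40 uM (final) was turned over for 30 min at room temperature by 150 nM human 12hLO, pH 7.0 Hepes buffer, after 15 min compound preincubation.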
Vif-A3G inh – blocks the Vif interaction with human APOBEC3G | Q9HC16 | HeLa A3G-eYFP + Vif (tagged APOBEC3G with the HIV-1 protein that degrades it), YFP fluorescence, overnight | Potency, µM (top dose mostly 46.1 µM), for the others: at the highest dose activity, negative = active, actives largely listed as inhibitors | hit rate 0.076% among 410,000 | AID 602310;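 further: potency means the concentration at half of the fitted maximal effect; on the % scale 0 is the no-effect control and ±100 the full control effect; nearly all actives have a fitted effect of over 60% in size; hits raise eYFP signal because A3G escapes Vif-driven loss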
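HeLa cells stably expressing Vif and C-terminally eYFP-tagged A3G, seeded overnight at 37 deg C, then exposed to compound by pintool overnight at 37 deg C. Rise in yellow fluorescence (Ex 488/Em 500-530, Acumen) marks blocked Vif-driven A3G degradation.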
D2 ag – D2 dopamine receptor (human) agonism | activation, % at 2 µM | AID 485358 | hit rate 0.53% among 340,000 | P14416 | HEK293 T-REx D2 cells, calcium flux agonist mode;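 active means activation over 3 SD above normal in the single-dose calcium agonist read, cut at about 30% in these data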; further: 0% is about no effect
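Agonism is scored from calcium flux in a force-coupled, inducible HEK293 cell line expressing D2, read kinetically for 180 s after compound addition against dopamine controls.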
RGS4 inhibitor – inhibitors of human regulator of G protein signaling 4; Transcreener GDP fluorescence polarization, RGS4-accelerated GTP hydrolysis; Potency, µM (doses to about 114 µM), for inactives: top-dose activity change, negative = inhibition, most hits filed as inhibitors; hit rate 0.039% among 390,000; P49798; further: potency means the concentration at half of the fitted maximal effect; on the % scale 0 is the no-effect control and ±100 the full control effect; nearly all actives have a fitted effect of over 75% in size; some results filed as inactive show a strong effect at the top dose
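MLSMR compounds (23 nl, pin-transferred) preincubated 10 min at room temperature with a 500nM (2x) first reagent, then RGS4 at 900nM (2x) plus Transcreener GDP mix added; fluorescence polarization (620/688 nm) read before and after 90 min at 30 °C.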
Numbers without * were called inactive; ? = inconclusive; . = not tested or not shown; & = joins results of further samples; [ ] = remark or other dose. Unless noted, the call rests on the fitted dose curve; in most records, active means well fitted curve in the direction sought with a large enough effect; inconclusive means small, poorly fitted or top-dose-only effect, or another doubt; inactive means no such curve, though single readings can be large; an effect the other way counts as inactive or inconclusive. This is a subset; rates above refer to the full screens.

(1) Cc1ccc(NC(=O)C2CCN(C(=O)[C@@H]3Cc4ccccc4CN3)CC2)cc1
(2) Cc1ccc(-n2nc3c(=O)n(CCCC(=O)NC4CCC(C)CC4)nc(C)c3c2C)cc1 (centres undefined)
(3) O=C(Nc1ccc(-c2nc3ncccc3o2)cc1)c1ccc(Br)o1
(4) CC(C)C(=O)N1c2nc(C(C)C)nn2C2(CCCCC2)[C@@H]2CCCC[C@@H]21
(5) CC1(C)CC(=O)C=C(c2ccc(I)cc2)C1
(6) O=C(Nc1cccc(-c2nnc(-c3ccccc3)o2)c1)c1ccco1
(7) COc1ccc(CC(=O)Nc2ccc(OC(C)=O)cc2C(=O)O)cc1
(8) Cc1cc(SCC(=O)c2cccs2)n2nc(C)c(-c3ccccc3)c2n1
(9) O=C(NCc1nnc(SCC(=O)N2CCOCC2)o1)c1ccccc1F
(10) Cc1ccc(NC(=O)CCSc2nnc(Cc3ccccc3)o2)cc1

screen / no.,1,2,3,4,5,6,7,8,9,10
Vif-A3F inh,-1%,-1%,-23%,-15%,1%,-4%,9%,-10%,-5%,3%
Glioma ERSR ind,3%,3%,-2%,0%,-2%,-4%,-3%,1%,-2%,-4%
ERG-DNA inh,1%,-13%,-17%,3%,0%,0%,-3%,0%,16%,-8%
D2 antag,-5,-4,-1,.,6,-2,3,-10,9,-8
LDHA inh,-11,-4,-3,-8,-4,-8,-3,-1,-5&1,-1
12-LOX inh,-8%,14%,?,-20%,1%,64%[activator],-11%,-9%,-5%&-1%,-17%
Vif-A3G inh,-3%,-3%,?,2%,-7%,-35%,0%,-5%,0%,2%
D2 ag,1.5,0.2,0.7,.,-0.6,-2.3,0.2,-1.4,1.1,-0.7
RGS4 inhibitor,-10%[56.9 µM],16%[11.4 µM],-40%,-7%,0%,-14%,-25%[56.9 µM],-20%,9%[11.4 µM],-12%

(11) COc1cccc(NC(=O)Nc2ccc(F)cc2)c1
(12) O=C1CCN(Cc2ccc([N+](=O)[O-])cc2)CCN1[C@H](CO)c1ccccc1
(13) O=C(NCCc1ccccc1Cl)c1ccc2c(=O)n(-c3ccccc3)c(=O)[nH]c2c1
(14) CN(C)CCn1c2c(c(SCC(=O)NCc3ccccc3)nc1=O)CCC2
(15) CC1N=C2c3ccccc3N=C(SCC(=O)NCc3ccc(Cl)cc3)N2C1=O (centres undefined)
(16) COc1ccccc1N/N=C/c1ccc2c(c1)OCO2
(17) O=C(c1cc(-c2ccco2)nc2ccccc12)N1CCN(c2ccc(F)cc2)CC1
(18) Cc1ccc(S(=O)(=O)c2nc(C)oc2N2CCOCC2)cc1
(19) COc1ccc(N2C(=O)c3ccccc3NC2c2cccnc2)cc1 (centres undefined)
(20) COc1ccc(C(=O)N[C@H](C(=O)Nc2cccc(S(=O)(=O)N3CCOCC3)c2)C(C)C)cc1

screen / no.,11,12,13,14,15,16,17,18,19,20
Vif-A3F inh,-11%,0%,-6%,8%,1%,-4%,0%,0%,-1%,0%
Glioma ERSR ind,1%,-5%&-4%,-3%,0%,-1%,-7%,-2%,-2%,1%,-4%
ERG-DNA inh,.,4%,0%,-5%,3%,0%,0%,-5%,-1%,.
D2 antag,.,-5,.,-8,.,-17,-14,-1,-5,.
LDHA inh,-4,-3,-22,-2,0,8,0,-9,-10,-13
12-LOX inh,-6%,2%,?,9%,-20%,?,?,-34%,1%,-22%
Vif-A3G inh,-1%,1%&0%,1%,1%,1%,-5%,0%,-4%,-1%,-3%
D2 ag,.,-0.1,-0.3,-0.3,.,0.3,0.5,0.6,-0.2,.
RGS4 inhibitor,.,5%,23%,-20%,1%,?,-31%,?,20%,.

Arranged by value in RGS4 inhibitor (lowest first): some entries from above
| no. | Compound | RGS4 inhibitor |
| --- | --- | --- |
| 17 | O=C(c1cc(-c2ccco2)nc2ccccc12)N1CCN(c2ccc(F)cc2)CC1 | -31% |
| 14 | CN(C)CCn1c2c(c(SCC(=O)NCc3ccccc3)nc1=O)CCC2 | -20% |
| 6 | O=C(Nc1cccc(-c2nnc(-c3ccccc3)o2)c1)c1ccco1 | -14% |
| 12 | O=C1CCN(Cc2ccc([N+](=O)[O-])cc2)CCN1[C@H](CO)c1ccccc1 | 5% |
| 19 | COc1ccc(N2C(=O)c3ccccc3NC2c2cccnc2)cc1 (centres undefined) | 20% |

Entries above that have a furan ring, fused or not, in the order listed:
(3) O=C(Nc1ccc(-c2nc3ncccc3o2)cc1)c1ccc(Br)o1
(6) O=C(Nc1cccc(-c2nnc(-c3ccccc3)o2)c1)c1ccco1
(17) O=C(c1cc(-c2ccco2)nc2ccccc12)N1CCN(c2ccc(F)cc2)CC1

screen / no.,3,6,17
Vif-A3F inh,-23%,-4%,0%
Glioma ERSR ind,-2%,-4%,-2%
ERG-DNA inh,-17%,0%,0%
D2 antag,-1,-2,-14
LDHA inh,-3,-8,0
12-LOX inh,?,64%[activator],?
Vif-A3G inh,?,-35%,0%
D2 ag,0.7,-2.3,0.5
RGS4 inhibitor,-40%,-14%,-31%

Remaining list, next part:
(21) CC(=O)c1c(C)[nH]c(C(=O)OCC(=O)N(CC(C)C)C2CCS(=O)(=O)C2)c1C (centres undefined)
(22) Cc1ccc(C(=O)NCC(=O)OCC(=O)c2cc(C)n(Cc3ccco3)c2C)cc1
(23) COc1ccc(C)cc1NS(=O)(=O)c1cn(C)c(=O)n(C)c1=O
(24) CC1CCN(C(=O)Cn2cc(C(=O)C3CC3)c3ccccc32)CC1
(25) O=C(c1cccnc1)N1CCc2ccccc2C1
(26) N#CCCC12CCCCC1=Nc1ccccc12 (centres undefined)
(27) Cc1[nH]n(-c2ccccc2)c(=O)c1-c1ccccc1
(28) O=C(Cc1ccc(NC(=O)C2CCCN(C(=O)C3CC3)C2)cc1)Nc1ccc(C(=O)N2CCOCC2)cc1 (centres undefined)
(29) COc1cccc(/C=N/Nc2nc(N3CCCC3)nc(N3CCCC3)n2)c1O
(30) Cc1ccc(NC(=O)Cn2cc3c(n2)CCCC3)c(Cl)c1

screen / no.,21,22,23,24,25,26,27,28,29,30
Vif-A3F inh,2%,17%,-8%,-5%,-8%,3%,-4%,-3%,0%,-11%
Glioma ERSR ind,-4%,-1%,-1%,-3%,-3%,-6%,2%,-2%,-2%,-1%
ERG-DNA inh,-9%,-9%,-3%,-5%,0%,-3%,-3%,3%,.,-1%
D2 antag,7,-3,-10,-7,23,-11,-8,.,-4,.
LDHA inh,2,-3,2,-5,-2,8,-2,-2,3,-6
12-LOX inh,9%,-13%,7%,-76%,-10%,32%[activator],311%[activator],17%,-28%,-15%
Vif-A3G inh,0%,0%,6%,-9%,-1%,-1%,1%,-2%,0%,-4%
D2 ag,0.3,-1.1,1.1,0.2,-0.3,0.5,-1.5,.,-0.8,0.2
RGS4 inhibitor,-6%,-15%,20%,21%,47%,36%,0%,4%,-21%,-2%

(31) Cc1noc(C)c1S(=O)(=O)Nc1ccc2c(c1)C(=O)N([C@H](C)CO)C[C@H](C)[C@@H](CN(C)S(=O)(=O)c1ccc(F)cc1)O2
(32) COc1cccc(-c2nc(CS(=O)(=O)CC(=O)NC3CCCCCC3)c(C)o2)c1
(33) Cc1ccc2cc(NC(=O)c3ccccc3C)ccc2n1
(34) O=C1CC(SCCc2nc3ccccc3[nH]2)C(=O)N1c1ccc(F)cc1 (centres undefined)
(35) COCCCNC(=O)C1CCCN(C(=O)c2cnn(-c3ccc(F)cc3)c2-n2cccc2)C1 (centres undefined)

screen / no.,31,32,33,34,35
Vif-A3F inh,0%,-10%,1%,-12%,5%
Glioma ERSR ind,-3%,-3%,-1%,-3%,-6%
ERG-DNA inh,5%,-2%,0%,-6%,-3%
D2 antag,.,-6,-13,10,.
LDHA inh,0,-5,-8,-10,0
12-LOX inh,-1%,-2%,-14%,21%,-4%
Vif-A3G inh,-3%,-6%,-2%,0%,0%
D2 ag,.,0.2,-1.6,-0.2,.
RGS4 inhibitor,1%,9%[56.9 µM],-1%,10%,-15%
